Screens (PubChem BioAssay)
SENP8 block-1 – inhibitors of human SENP8 protease. inhibition, % at 10 µM. 330,000 tested, 1.2% active. AID 2540. purified SENP8, Z-RLRGG-aminoluciferin cleavage, luminescence; in the data active = inhibition above about 50%
PfGluPho inh – PfG6PD (Plasmodium falciparum) enzyme inhibition | PfGluPho enzyme, NADPH resazurin-diaphorase fluorescence | inhibition, % at 20 µM | 350,000 tested, 0.78% active | AID 504690;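 active = inhibition reaching at least a set limit at 20 µM in the primary screen, cut at about 59% in these data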;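 also: 0% = DMSO wells with substrate and 100% = DMSO wells lacking glucose-6-phosphate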
NALP3 yeast inh – NALP3 inhibition in yeast; Yeast reconstituted NLRP3/ASC/caspase-1, beta-gal luminescence, 24 h; inhibition, % at 10 µM; 330,000 tested, 0.39% active;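 active = inhibition of 50% or more; inactive = inhibition below 50%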;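 also: plate controls were induced DMSO wells for no effect and uninduced yeast grown without galactose for full effect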
HKDC1 inhibitor – blocks human hexokinase HKDC1 activity. Q2TB90. recombinant HKDC1, G6PDH/diaphorase resazurin coupled fluorescence. inhibition, % at 20 µM. 340,000 tested, 0.16% active. AID 493160;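 active = inhibition above about 35% when tested at 20 µM, limit read from the data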;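 also: plate controls were DMSO wells with enzyme for no effect and DMSO wells lacking enzyme for full effect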
Target sequence (Q2TB90 whole entry, looked up): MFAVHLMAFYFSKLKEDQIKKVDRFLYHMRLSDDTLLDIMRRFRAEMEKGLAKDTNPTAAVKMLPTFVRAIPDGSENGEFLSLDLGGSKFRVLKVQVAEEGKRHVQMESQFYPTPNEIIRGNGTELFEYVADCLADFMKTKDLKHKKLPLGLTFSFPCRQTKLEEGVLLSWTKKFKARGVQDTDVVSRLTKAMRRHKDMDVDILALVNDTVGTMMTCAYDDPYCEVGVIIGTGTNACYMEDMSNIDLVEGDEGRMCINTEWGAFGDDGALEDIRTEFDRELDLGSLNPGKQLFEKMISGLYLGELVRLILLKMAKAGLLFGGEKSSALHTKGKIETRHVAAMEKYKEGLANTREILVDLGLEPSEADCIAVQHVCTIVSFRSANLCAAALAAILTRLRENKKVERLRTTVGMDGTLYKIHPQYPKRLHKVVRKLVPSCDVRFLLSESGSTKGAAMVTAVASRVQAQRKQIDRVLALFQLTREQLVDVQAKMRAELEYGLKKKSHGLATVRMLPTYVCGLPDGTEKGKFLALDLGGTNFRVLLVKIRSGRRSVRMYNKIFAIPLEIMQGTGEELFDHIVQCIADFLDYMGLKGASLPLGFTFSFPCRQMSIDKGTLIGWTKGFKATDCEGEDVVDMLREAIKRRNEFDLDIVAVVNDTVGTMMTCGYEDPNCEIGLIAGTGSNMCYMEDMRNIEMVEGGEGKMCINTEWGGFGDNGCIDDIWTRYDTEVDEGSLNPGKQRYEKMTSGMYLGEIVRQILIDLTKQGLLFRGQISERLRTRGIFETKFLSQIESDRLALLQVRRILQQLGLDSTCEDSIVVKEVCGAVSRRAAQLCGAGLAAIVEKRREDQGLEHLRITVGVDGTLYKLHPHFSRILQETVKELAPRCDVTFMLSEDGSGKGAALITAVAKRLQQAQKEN
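Material – in-house recombinant HK5 (HKDC1) enzyme · Quantity – HKDC1 at 5 µg/mL · Buffer or medium – pH 8.0 Tris buffer with 10 mM MgCl2 · Reagent – glucose with 1 mM ATP · Dosing – single 20 µM dose · Times – reaction time 90 min, room temperature, protected from light · Technique – resorufin fluorescence at 613 nm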
SENP7 block – blocks the human protease SENP7. recombinant SENP7, Z-RLRGG-aminoluciferin luminescence, 40 min. inhibition, % at 5 µM. 330,000 tested, 1.5% active;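 active = inhibition above about 50% at the single test dose, limit read from the data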;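 also: plate controls were DMSO with enzyme for no effect and no enzyme buffer wells for full effect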
SENP8 block-2 – inhibitors of human SENP8 protease | Q96LD8 | recombinant SENP8, Nedd8 substrate fluorescence | inhibition, % at 20 µM | 360,000 tested, 0.64% active | AID 602440; in the data active = inhibition mostly above about 40%, no sharp cut-off; inactive = mostly below about 27%
SENP1 FRET inh – SENP1 (human) catalytic domain inhibition; recombinant SENP1 catalytic domain, CyPet-SUMO1-YPet FRET cleavage; 360,000 tested, 0.21% active; inhibition, % at 10 µM; Q9P0U3;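 active = inhibition at least 30% at 10 µM, raw YFP signal under a set limit, fluorescence ratio 0.5 to 1.5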;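 also: 0% = enzyme with DMSO and 100% = no enzyme wells; some results filed as inactive read as strong as hits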
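Test system: hSENP1 catalytic domain, recombinant; Amount: 20 pM final SENP1 enzyme; Medium: Tris pH 8 buffer plus EDTA, NaCl, BME, BSA, NP40, catalase; Schedule: 50 min enzyme reaction, room temperature, light-protected; Technique: FRET fluorescence in CFP and YFP emission channels; Controls: no-enzyme wells low, DMSO-plus-enzyme wells high control.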
Apaf-1 inh – human Apaf-1 inhibition; reconstituted apoptosome caspase-3 activity, DEVD-Rh110 fluorescence; inhibition, % at 20 µM; 330,000 tested, 0.71% active; active = inhibition of at least 40% at 20 µM;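 also: plate controls were DMSO wells for no effect and DEVD-CHO caspase inhibitor wells for full effect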
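Material: reconstituted apoptosome with Apaf-1, cytochrome c, caspase-9, procaspase-3, dATP; medium: pH 7.5 Hepes buffer with CHAPS, BSA, DTT; also added: cytochrome c and DEVD-Rh110 substrate; timing: 30 min plus 50 min, RT; signal: Rh110 fluorescence intensity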
SENP6 inh – inhibitors of human SENP6 protease; Q9GZR1; Recombinant SENP6 catalytic domain, aminoluciferin luminescence; inhibition, % at 10 µM; 330,000 tested, 1.8% active; AID 2599;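 active = inhibition above about 50% at the single tested dose, limit read from the data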;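 also: plate controls were DMSO wells with enzyme for no effect and DMSO wells lacking enzyme for full effect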
Starred values were filed as active, the others as inactive; . = not tested or not shown.

1	O=C(COC(=O)Cc1ccsc1)Nc1ccc(F)cc1Cl
2	Cc1ccnc(NC(=O)Nc2ccc3c(c2)N(C)C(=O)CS3)c1
3	CCc1ccc([C@@H]2CC=C(C(=O)O)[C@H](c3ccc(Br)cc3)N2S(=O)(=O)c2ccc(C)cc2)cc1
4	O=C(CCc1c[nH]c2ccccc12)N1CCN(c2ccc(F)cc2)CC1
5	O=C(CN1CCN(C(=O)c2ccco2)CC1)N1CCc2[nH]c3ccccc3c2C1
6	FC(F)(F)c1cccc(Cn2nnnc2-c2cccc(C(F)(F)F)c2)c1

screen / no.,1,2,3,4,5,6
SENP8 block-1,-5,-17,8,-12,10,-4
PfGluPho inh,-12,18,-17,13,21,33
NALP3 yeast inh,11,12,7,27,21,15
HKDC1 inhibitor,-2,-6,10,-7,4,-4
SENP7 block,6,-4,10,-8,10,-7
SENP8 block-2,4,7,-7,-5,.,15
SENP1 FRET inh,1,6,-1,2,.,2
Apaf-1 inh,-52,0,8,5,5,10
SENP6 inh,-7,-7,5,-10,3,-18

7	Cc1ccc(-c2csc(Nc3ccc(S(N)(=O)=O)cc3)n2)o1
8	Cc1cccc(N2CCN(c3ccc(N4C(=O)CCCC4=O)cc3[N+](=O)[O-])CC2C)c1 (stereo not given)
9	CCCCCCCCS(=O)CCC(=O)O (stereo not given)
10	CC1(C)CC(=O)C2=C(C1)NC(Nc1nc3ccccc3o1)=NC21CCCCC1
11	O=C(CCNS(=O)(=O)c1cccs1)N1CCN(c2ccc(F)cc2)CC1
12	COc1cccc2sc(Nc3nc(C)c(C(C)=O)s3)nc12

screen / no.,7,8,9,10,11,12
SENP8 block-1,0,-9,-5,-1,-3,67*
PfGluPho inh,27,10,-6,-6,13,13
NALP3 yeast inh,27,19,0,-1,14,19
HKDC1 inhibitor,-6,-9,-3,-9,-6,-3
SENP7 block,-4,-6,-2,0,-2,69*
SENP8 block-2,-38,18,16,-162,21,-292
SENP1 FRET inh,-18,3,2,1,7,-19
Apaf-1 inh,-17,9,-3,19,9,14
SENP6 inh,-14,-14,-9,-16,-26,88*

Along the list, from the results shown.
Compounds 8 to 12 in HKDC1 inhibitor, in turn: -9, -3, -9, -6, -3
Compounds 8 to 12 in PfGluPho inh, in turn: 10, -6, -6, 13, 13

Compounds from the list above with four or more nitrogen atoms (five):
2	Cc1ccnc(NC(=O)Nc2ccc3c(c2)N(C)C(=O)CS3)c1
5	O=C(CN1CCN(C(=O)c2ccco2)CC1)N1CCc2[nH]c3ccccc3c2C1
6	FC(F)(F)c1cccc(Cn2nnnc2-c2cccc(C(F)(F)F)c2)c1
8	Cc1cccc(N2CCN(c3ccc(N4C(=O)CCCC4=O)cc3[N+](=O)[O-])CC2C)c1 (stereo not given)
10	CC1(C)CC(=O)C2=C(C1)NC(Nc1nc3ccccc3o1)=NC21CCCCC1

screen / no.,2,5,6,8,10
SENP8 block-1,-17,10,-4,-9,-1
PfGluPho inh,18,21,33,10,-6
NALP3 yeast inh,12,21,15,19,-1
HKDC1 inhibitor,-6,4,-4,-9,-9
SENP7 block,-4,10,-7,-6,0
SENP8 block-2,7,.,15,18,-162
SENP1 FRET inh,6,.,2,3,1
Apaf-1 inh,0,5,10,9,19
SENP6 inh,-7,3,-18,-14,-16

(list continues)
13	O=C(CCN1CCCCC1)c1cccc(Cl)c1
14	COc1ccc(/C=C2\C(=O)NC(=O)c3ccccc32)cc1OC
15	Cn1cnc2ncnc(Oc3ccc(Br)cc3)c21
16	CCN1CCc2c(OCC(=O)N3CCc4ccccc43)cccc2C1=O
17	Cc1cc2nc(C)c(=O)n(C)c2cc1C
18	CCOC(=O)CSCC(NC(=O)OC(C)(C)C)C(=O)OCC (stereo not given)

screen / no.,13,14,15,16,17,18
SENP8 block-1,.,.,.,-1,9,-3
PfGluPho inh,-5,69*,2,.,0,-4
NALP3 yeast inh,.,.,.,-7,21,-6
HKDC1 inhibitor,-3,18,-2,.,-4,-7
SENP7 block,.,.,.,-6,1,-10
SENP8 block-2,7,29,-1,.,-415,9
SENP1 FRET inh,2,-27,0,.,1,1
Apaf-1 inh,.,.,.,-6,-5,3
SENP6 inh,.,.,.,-14,1,-19

19	Cc1ccc(C2(c3ccccc3)NC(=O)N(CC(=O)NC3CCCCC3)C2=O)cc1C (stereo not given)
20	COc1c(CC=C(C)C)c(O)cc2oc(=O)c3c4ccc(O)cc4oc3c12
21	CCCCN(C)C(=S)Nc1ccsc1C(=O)OC
22	COc1ccc(CCC(=O)Nc2cccc(S(=O)(=O)N3CCCCCC3)c2)cc1
23	CCOc1cccc(-c2nnc3sc(COc4ccc(OC)cc4)nn23)c1
24	CCOC(=O)C1=C(C)NC(SCC(=O)Nc2nc(C)cs2)=C(C#N)C1c1cccs1 (stereo not given)

screen / no.,19,20,21,22,23,24
SENP8 block-1,-11,-13,0,-3,1,4
PfGluPho inh,-8,6,-9,5,11,.
NALP3 yeast inh,14,5,-30,12,23,4
HKDC1 inhibitor,0,6,13,26,4,.
SENP7 block,5,8,-5,7,-2,2
SENP8 block-2,4,6,23,-8,7,.
SENP1 FRET inh,0,-100,3,-3,-3,.
Apaf-1 inh,16,8,13,21,23,19
SENP6 inh,-5,-9,-2,-19,-6,-1

25	CCOC(=O)c1nc(C)sc1-c1ccnn1S(=O)(=O)c1cccc(Cl)c1
26	Cc1c(CC(=O)NCCCC(=O)O)c(=O)oc2c(C)c3oc4c(c3cc12)CCCC4
27	COC1=C(OC)C(=O)C(Sc2ccc3ccccc3c2)=CC1=O
28	Cc1ccc(-c2nc(SC(C)C(=O)N3CCOCC3)n[nH]2)cc1 (stereo not given)
29	CCOC(=O)c1ccc(NC(=O)CSc2ccc(-c3ccccn3)nn2)cc1
30	COC(=O)c1c(NS(=O)(=O)c2cccs2)sc2c1CCCC2

screen / no.,25,26,27,28,29,30
SENP8 block-1,2,2,.,-2,-2,0
PfGluPho inh,-1,-14,128*,-10,47,-15
NALP3 yeast inh,0,13,.,8,14,-24
HKDC1 inhibitor,-12,11,71*,-3,37*,3
SENP7 block,-6,-9,.,12,-8,2
SENP8 block-2,12,-328,24,28,16,9
SENP1 FRET inh,0,-14,-4,0,0,0
Apaf-1 inh,-8,-24,.,6,3,9
SENP6 inh,-1,15,.,-2,-7,-9

31	CCC(C)C(NC(=O)c1ccc(Cl)cc1)C(=O)O (stereo not given)
32	O=C(CC1SC(=NCc2ccccc2)NC1=O)Nc1ccccc1 (stereo not given)
33	Cc1ccc(C)c(N2CC(C(=O)OCC(=O)Nc3cc(C)on3)CC2=O)c1 (stereo not given)
34	CC(C)(C)c1nc(CN2CCOCC2)cc(CN2CCOCC2)c1O
35	O=c1[nH]c(CSc2nnc3ccccn23)nc2cc(C(F)(F)F)ccc12
36	O=C(CCCCn1c(=O)c2ccccc2n(Cc2ccc(F)cc2)c1=O)NCc1ccco1

screen / no.,31,32,33,34,35,36
SENP8 block-1,-2,0,1,6,-2,4
PfGluPho inh,3,-15,7,-6,.,-6
NALP3 yeast inh,-18,-2,14,35,-12,26
HKDC1 inhibitor,0,-10,-5,-1,.,-4
SENP7 block,7,-6,7,-5,-8,-3
SENP8 block-2,2,17,14,0,.,13
SENP1 FRET inh,1,2,1,2,.,2
Apaf-1 inh,-3,8,1,-5,-13,9
SENP6 inh,-5,8,-10,-8,3,8

37	CCOC(=O)c1nn(-c2sc(C(=O)OC)c(C)c2C(=O)OC)cc1O
38	CCOc1ccc(NS(=O)(=O)c2ccc(NC(=O)C3CCCO3)cc2)cc1 (stereo not given)
39	CC1(C)CC(=O)C2=C(C1)OC(N)=C(C#N)C2c1cccs1 (stereo not given)
40	CC1=C(C(=O)OCC(C)C)C(c2ccccc2Cl)NC(=O)N1C (stereo not given)
41	O=C1NC(=O)/C(=C/C(=O)N2CCOCC2)S1
42	O=C(COc1ccc2ccccc2c1)NNC(=O)Nc1ccccc1F

screen / no.,37,38,39,40,41,42
SENP8 block-1,6,-2,-3,5,8,4
PfGluPho inh,16,0,-4,-5,-5,2
NALP3 yeast inh,22,2,-1,7,2,8
HKDC1 inhibitor,-3,-2,-9,6,-3,0
SENP7 block,17,6,5,3,1,3
SENP8 block-2,-115,35,9,16,9,5
SENP1 FRET inh,6,-1,-4,2,0,3
Apaf-1 inh,1,6,-4,15,-6,-3
SENP6 inh,4,-1,-3,4,13,-7

43	CC1CCCCC1NC(=O)COc1ncnc2sccc12 (stereo not given)
44	CCOC(=O)C1CCCN(C(=O)c2[nH]c3ccc(OC)cc3c2C)C1 (stereo not given)
45	Cc1cc(-c2ccccc2)nc2oc(C(=O)NN)c(N)c12
46	Cc1ccc(C2CC(=O)NC(SCC(N)=O)=C2C#N)s1 (stereo not given)
47	COc1ccc([C@@H]2Sc3cc(OC)ccc3N(CCN(C(C)C)C(C)C)C(=O)[C@H]2OC(C)=O)cc1
48	Cc1ccc(-c2nnc(SCC(=O)N3CCCC3)o2)cc1C

screen / no.,43,44,45,46,47,48
SENP8 block-1,.,-4,7,-1,-5,-10
PfGluPho inh,-32,-20,6,-13,-2,-4
NALP3 yeast inh,.,16,21,10,-3,13
HKDC1 inhibitor,-6,1,3,-4,-11,4
SENP7 block,.,2,5,3,-16,0
SENP8 block-2,10,-116,-404,16,4,-22
SENP1 FRET inh,-15,3,-52,5,0,4
Apaf-1 inh,.,4,29,-7,2,-13
SENP6 inh,.,1,-17,-15,-20,-8

49	COCCn1c(SCC(=O)NC2CCCC2)nnc1C(C)C
50	CCc1ccc(C(=O)Nc2ccc3c(c2)n(C)c(=O)n3C)cc1
51	N/C(COc1ncn(-c2ccccc2)n1)=N\S(=O)(=O)c1ccccc1
52	CCOC(=O)C1=C(Cn2cnc3ccccc32)NC(=O)NC1c1ccc(Cl)cc1 (stereo not given)

screen / no.,49,50,51,52
SENP8 block-1,5,-1,5,1
PfGluPho inh,9,-8,10,7
NALP3 yeast inh,15,10,-4,20
HKDC1 inhibitor,-8,1,-2,-9
SENP7 block,-8,4,0,1
SENP8 block-2,12,13,8,-1
SENP1 FRET inh,0,-5,0,0
Apaf-1 inh,-2,2,-19,0
SENP6 inh,9,-18,9,4
